# BoNT-F LC inh: BoNT F light chain protease inhibition; Multiplex microsphere protease cleavage assay, flow cytometry; actives 0.22% (n = 360,000); inhibition, % at 10 µM; in the data active = inhibition above about 35%, passing the limit was not always enough; inconclusive = no clear call, values can overlap the other calls; also: plate controls were buffer without enzyme for full effect and enzyme alone for no effect
# UGM FP inh: Mtb UDP-galactopyranose mutase inhibition | purified UGM, fluorescence polarization probe displacement | inhibition, % at 10 µM | actives 0.06% (n = 320,000) | P9WIQ1; in the data active = inhibition above about 10%, passing the limit was not always enough; inconclusive = no clear call, values can overlap the other calls
# Target sequence (P9WIQ1 whole entry, looked up): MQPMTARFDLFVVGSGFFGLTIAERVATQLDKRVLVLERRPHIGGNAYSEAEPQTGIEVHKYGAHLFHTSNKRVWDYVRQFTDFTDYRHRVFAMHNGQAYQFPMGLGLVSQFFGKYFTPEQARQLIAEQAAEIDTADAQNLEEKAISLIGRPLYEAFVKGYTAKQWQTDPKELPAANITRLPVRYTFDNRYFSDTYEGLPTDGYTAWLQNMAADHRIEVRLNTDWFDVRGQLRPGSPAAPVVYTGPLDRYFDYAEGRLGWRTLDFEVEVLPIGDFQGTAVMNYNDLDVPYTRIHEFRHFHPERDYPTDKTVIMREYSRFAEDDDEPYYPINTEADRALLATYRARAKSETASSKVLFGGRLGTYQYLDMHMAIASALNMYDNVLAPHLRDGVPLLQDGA
# Anthrax LF inh2: inhibitors of Bacillus anthracis lethal factor protease. P15917. multiplex microsphere protease cleavage assay, LF. inhibition, % at 10 µM. actives 0.12% (n = 360,000). AID 588501; also: plate controls were buffer without enzyme for full effect and enzyme alone for no effect
# Mtb BioA inh: BioA (M. tuberculosis) enzyme inhibition; actives 0.096% (n = 360,000); inhibition, % at 9.99 µM; purified M. tuberculosis BioA enzyme, plate reader; in the data active = inhibition above about 40%; inconclusive = no clear call, values can overlap the other calls
# PfHsp40 rescue: compounds rescuing yeast from Plasmodium falciparum HSP40 toxicity; growth rescue, % at 12.5 µM; actives 0.68% (n = 340,000); S. cerevisiae expressing PfHsp40, growth rescue, ATP luminescence; in the data active = growth rescue above about 28%, passing the limit was not always enough; inconclusive = no clear call, values can overlap the other calls;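 also: yeast W303a lacking pdr1 and pdr3 grown in galactose medium; growth measured after three days at 30 °C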
# Mtb FBA inh: inhibits M. tuberculosis FBA enzyme. P9WQA3. purified M. tuberculosis FBA, fluorescence read-out. inhibition, % at 1 µM. actives 2.3% (n = 360,000); in the data active = inhibition above about 27%;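 also: 0% = vehicle and 100% = reference inhibitor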
# Target sequence (P9WQA3 whole entry, looked up): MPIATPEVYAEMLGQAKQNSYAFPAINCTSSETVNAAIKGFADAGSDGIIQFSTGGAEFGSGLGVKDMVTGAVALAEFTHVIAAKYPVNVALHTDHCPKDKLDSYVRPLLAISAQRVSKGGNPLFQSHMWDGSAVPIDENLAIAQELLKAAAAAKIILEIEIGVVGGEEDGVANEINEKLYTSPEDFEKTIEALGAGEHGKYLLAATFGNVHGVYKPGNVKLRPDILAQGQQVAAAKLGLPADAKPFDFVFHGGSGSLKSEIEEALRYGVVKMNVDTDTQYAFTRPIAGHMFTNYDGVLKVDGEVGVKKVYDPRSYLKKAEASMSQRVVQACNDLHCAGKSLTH
# FadD28 binding: inhibitors of Mycobacterium tuberculosis FadD28 bisubstrate binding | FadD28 bisubstrate probe binding, fluorescence polarization | inhibition, % at 12.5 µM | actives 0.22% (n = 360,000) | AID 588549; in the data active = inhibition above about 8.5%, passing the limit was not always enough; inconclusive = no clear call, values can overlap the other calls
# BoNT-A LC inh2: inhibitors of Botulinum neurotoxin A light chain protease. multiplex microsphere protease substrate cleavage, flow cytometry. inhibition, % at 10 µM. actives 0.17% (n = 360,000). AID 588499; also: plate controls were buffer without enzyme for full effect and enzyme alone for no effect
# GDH-TPI inh: GDH-TPI coupled enzyme inhibition counter-screen; GDH-TPI coupled enzyme counterscreen, NADH absorbance; inhibition, % at 4.8 µM; actives 1.2% (n = 360,000); AID 588335; in the data active = inhibition above about 30%;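 also: 0% = DMSO wells and 100% = wells lacking the enzyme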
# Numbers without * were called inactive; ? = inconclusive; . = no result given; & = joins results of further samples. Rule as the data show it, unless noted: active = inhibition above about 30%; inconclusive = no clear call, values can overlap the other calls; inactive = below that. This is a random part of the collection. Share with any hit: about 4.7%.
nr	Molecule	BoNT-F LC inh	UGM FP inh	Anthrax LF inh2	Mtb BioA inh	PfHsp40 rescue
1	COC(=O)C1(C(F)(F)F)C2C=CC(C2)N1S(=O)(=O)c1ccc(C)cc1 (configuration not stated)	-14.9	-0.3	-0.6	.	-1.4
2	Cc1ccccc1OCCCC(=O)NCc1ccco1	4.0	3.9	1.2	0.2	-0.2
3	Cn1c(/C=N/NC(=O)c2ccccc2Br)nc2ccccc21	-9.9	1.0	0.0	2.8	1.1
4	COc1ccc(/C=C/C(=O)Nc2ccccc2C(N)=O)cc1S(=O)(=O)N1CCOCC1	0.1	.	3.9	-1.3	-1.3
5	O=C(Nc1ccccc1C(F)(F)F)c1cc(-c2ccco2)on1	-7.3	0.6	-2.0	-0.4	-0.9
6	CN(CC(=O)NNC(=O)CNC(=O)c1ccccc1Cl)S(=O)(=O)c1ccc(Cl)cc1	7.2	0.5	-2.3	8.8	0.2
7	COc1ccc(S(=O)(=O)N2CCCC(C(=O)NCCC3=CCCCC3)C2)cc1 (configuration not stated)	-32.9	-0.4	1.1	-0.3	0.4
8	COc1ccccc1OCC(=O)NNC(=O)c1cnccn1	3.6	1.3	-1.5	.	-0.3
9	COc1ccc(NC(=O)N2CCC(c3nc(-c4cccs4)no3)CC2)cc1	6.3	2.2	-4.2	1.7	-0.4
10	CCc1ccc(CN2CCCC(C(=O)c3sccc3C)C2)o1 (configuration not stated)	-2.5	1.4	-2.8	.	-0.1
11	CCOC(=O)N1CCN(c2c(NCCN(C)Cc3ccccc3)c(=O)c2=O)CC1	-0.4	-1.1	-9.3	2.3	-0.5
12	COCCNC(=S)Nc1cc2oc3ccccc3c2cc1OC	-10.7	1.4	-3.0	3.0	1.6

nr	Mtb FBA inh	FadD28 binding	BoNT-A LC inh2	GDH-TPI inh
1	-0.9	0.3	-4.2	1.5
2	-0.8	1.1	0.0	15.4
3	0.1	-1.2	-1.9	13.0
4	3.7	-0.9	4.8	13.4
5	4.4	-2.9	-2.0	1.5
6	1.5	0.1	-2.2	1.4
7	1.1	-0.4	-0.5	-0.7
8	1.0	-0.4	0.2	5.3
9	-0.8	-3.0	0.8	2.0
10	1.6	0.7	0.4	2.5
11	-1.9	0.5	-0.4	7.2
12	0.4	-0.8	0.1	4.5

# (continued)
nr	Molecule	BoNT-F LC inh	UGM FP inh	Anthrax LF inh2	Mtb BioA inh	PfHsp40 rescue
13	Oc1c(C(c2ccc(F)cc2)N2CCc3ccccc3C2)sc2ncnn12 (configuration not stated)	-4.5	3.5	6.2	0.8	1.2
14	CCc1nc(-c2cc3ccc(C)cc3[nH]c2=O)no1	-0.6	3.5	1.8	.	-0.2
15	O=C(O)c1ccc(COc2ccc(CO)cc2Cl)cc1	0.7	-0.1	-1.1	-1.5	-0.7
16	COc1ccc(-c2nnc(SCC(=O)NC3CC3)o2)c(OC)c1	14.4	.	3.6	-0.2	-0.5
17	COc1ccc(OC)c(N(CC(=O)NCCSCc2ccco2)S(=O)(=O)c2ccc(OC)c(OC)c2)c1	-3.7	1.7	-1.9	-1.0	-1.0
18	Cc1ccc(/C=N/Nc2nc3ccccc3[nH]2)s1	-22.0	0.6	-7.3	-1.3	-1.4
19	CCOc1ccc(CN(C)C(=O)CNC(=O)c2cc(OC)c(OC)c(OC)c2)cc1	-6.7	1.4	3.6	0.9	0.6
20	COc1ccccc1N1CCN(C(=O)c2cc3c(s2)-c2ccccc2OC3)CC1	-0.5	-2.4	-5.1	-0.2	-1.0
21	N#C/C(=N/Nc1ccc([N+](=O)[O-])cc1)C(=N)N1CCCCC1	2.2	.	-4.1	.	-1.4
22	COCc1nnc(NC(=O)CCCOc2ccccc2)s1	-5.2	3.5	0.4	-0.6	-0.6
23	CCN(CC)C(=O)c1ccc(NC(=O)c2cc(-n3cnnc3)ccc2Cl)cc1	-2.8	0.6	-0.7	2.5	-0.8
24	CCCCS(=O)(=O)/C=C/[C@H]1[C@H](S(=O)(=O)CCCC)[C@H]2C=C[C@@H]1C2	-26.8	2.0	-6.8	-0.4	0.7

nr	Mtb FBA inh	FadD28 binding	BoNT-A LC inh2	GDH-TPI inh
13	-2.6	-3.5	-0.3	0.0
14	30.5*	-1.5	-0.4	20.2
15	-0.2	-4.5	0.7	4.2
16	0.8	0.3	1.4	6.3
17	0.2	1.4	0.8	10.9
18	1.0	-1.7	-1.7	39.3*
19	4.2	-0.4	3.1	2.6
20	7.6	-1.9	0.6	13.5
21	-31.4	0.8	0.6	-2.2
22	2.5	-4.1	-0.3	-1.6
23	-6.8	-3.6	0.0	-3.8
24	-1.8	-3.7	-2.4	-2.4

# The list continues.
nr	Molecule	BoNT-F LC inh	UGM FP inh	Anthrax LF inh2	Mtb BioA inh	PfHsp40 rescue
25	COc1ccc(S(=O)(=O)NNC(=O)c2cc3c4ccccc4n(C)c3s2)cc1	7.3	-1.3	4.6	-0.6	-1.3
26	N#CC1=C(N)Oc2c(c(=O)sc3ccccc23)C1c1cccnc1 (configuration not stated)	-4.4	1.6	1.2	-0.4	1.1
27	Cn1ncc(Cl)c1C(=O)N/N=C/c1cccc(OC2CSC2)c1	0.2	0.8	-1.7	.	-0.5
28	NC(=O)C1CCCN(C(=O)c2ccc3nc(Cc4cccc(Cl)c4)oc3c2)C1 (configuration not stated)	6.4	0.6	2.0	0.2	-0.3
29	CC#CCOCC1CNC(=O)O1 (configuration not stated)	5.0	.	-1.0	-3.2	.
30	O=C(N/N=C/C(Cl)=C\c1ccccc1)c1cnccn1	16.4	0.5	0.7	45.3*	0.3
31	CN1CC=C2C(C#N)=C(N)C(C#N)(C#N)C(c3ccncc3)C2C1 (configuration not stated)	8.6	3.9	1.4	0.4	0.8
32	CC1=NN(C(=S)Nc2ccccc2)C(c2ccccc2)C1 (configuration not stated)	2.5	2.3	1.2	.	-1.6
33	C=CCc1c(Cl)nc(C)nc1NCc1ccccc1	?	6.1	10.4	-0.6	-0.6
34	CN1C2CCC1C(COC(=O)c1ccccc1)C(O)C2 (configuration not stated)	5.4	-1.0	9.1	-0.4	-1.0
35	C[C@H](CO)N1C[C@H](C)[C@H](CN(C)S(=O)(=O)c2cccc(F)c2)Oc2cc(Br)ccc2S1(=O)=O	4.3	.	-8.8	-0.4&-0.3	.
36	CC1(C)C[C@@H](O)CC2(C1)C[C@]1(C)CC(O)[C@H]2C(C)(C)C1 (some centres not stated)	.	-1.4	.	0.7	.

nr	Mtb FBA inh	FadD28 binding	BoNT-A LC inh2	GDH-TPI inh
25	-1.9	-2.5	1.1	19.6
26	-1.1	-4.2	-0.6	8.5
27	0.3	1.0	-0.4	7.8
28	-2.0	-2.7	1.1	0.0
29	-0.2	0.3	-0.5	5.8
30	4.4	-0.9	0.2	66.4*
31	19.8	-0.2	0.5	6.6
32	3.3	-1.9	-0.1	4.8
33	-2.7	-1.0	2.3	16.1
34	4.1	-0.9	-0.6	8.0
35	-1.3	-1.4	0.0	9.3
36	-0.6	-2.2	.	15.9

# Among those listed so far, these have two or more sulfur atoms.
nr	Molecule	BoNT-F LC inh	UGM FP inh	Anthrax LF inh2	Mtb BioA inh	PfHsp40 rescue
17	COc1ccc(OC)c(N(CC(=O)NCCSCc2ccco2)S(=O)(=O)c2ccc(OC)c(OC)c2)c1	-3.7	1.7	-1.9	-1.0	-1.0
24	CCCCS(=O)(=O)/C=C/[C@H]1[C@H](S(=O)(=O)CCCC)[C@H]2C=C[C@@H]1C2	-26.8	2.0	-6.8	-0.4	0.7
25	COc1ccc(S(=O)(=O)NNC(=O)c2cc3c4ccccc4n(C)c3s2)cc1	7.3	-1.3	4.6	-0.6	-1.3
35	C[C@H](CO)N1C[C@H](C)[C@H](CN(C)S(=O)(=O)c2cccc(F)c2)Oc2cc(Br)ccc2S1(=O)=O	4.3	.	-8.8	-0.4&-0.3	.

nr	Mtb FBA inh	FadD28 binding	BoNT-A LC inh2	GDH-TPI inh
17	0.2	1.4	0.8	10.9
24	-1.8	-3.7	-2.4	-2.4
25	-1.9	-2.5	1.1	19.6
35	-1.3	-1.4	0.0	9.3

# Later entries.
nr	Molecule	BoNT-F LC inh	UGM FP inh	Anthrax LF inh2	Mtb BioA inh	PfHsp40 rescue
37	CN(C)c1nnnn1-c1ccc(Cl)cc1	-3.5	2.9	-0.8	.	-0.6
38	Cc1ccc(C2=NN(S(=O)(=O)c3ccccc3)C(c3ccccc3O)C2)cc1 (configuration not stated)	-28.6	.	1.0	.	17.4
39	O=c1[nH]c(=S)n(CCC2=CCCCC2)c(O)c1C=NCCCn1ccnc1	.	2.1	.	.	-0.5
40	CC(OC(=O)CCN=C1NS(=O)(=O)c2ccccc21)C(=O)Nc1ccc(F)cc1 (configuration not stated)	.	-0.6	.	.	1.1
41	CC(=O)Oc1cccc(NC(=O)c2cccc(C(=O)Nc3cccc(OC(C)=O)c3)c2)c1	-8.2	1.7	16.4	3.2	-1.6
42	c1ccc(-c2cn(C[C@H]3CC[C@H](Cn4cc(-c5ccccn5)nn4)O3)nn2)nc1	-0.1	1.9	-6.9	-1.3	0.0
43	Cc1cc(Cl)ccc1NC(=S)NCc1ccc(F)cc1	-3.9	-2.7	-2.5	-1.9	0.8
44	CC(C)(C(=O)N1CCC1(C)C(=O)NS(=O)(=O)c1ccc(Cl)s1)c1ccccc1 (configuration not stated)	-4.7	.	0.0	-1.6	.
45	O=C(Nc1ccc(-c2cnco2)cc1)c1ccc(Cl)cc1	?	0.2	9.1	-0.7	.
46	O=C(O)CN1CCNCCN(CC(=O)O)CCNCC1	1.2	.	6.3	.	106.6*
47	Cc1csc(C2=C(O)CN(c3ccc4c(c3)OCCOCCOCCOCCO4)C2=N)n1	-0.7	.	-8.7	0.1	-0.9
48	Cc1ccccc1NC(=O)COC(=O)c1ccc2c(c1)C(=O)N(CCCN1CCOCC1)C2=O	-4.1	.	-9.1	0.3	-0.7

nr	Mtb FBA inh	FadD28 binding	BoNT-A LC inh2	GDH-TPI inh
37	-0.4	-0.1	0.1	12.0
38	-2.0	?	9.1	-3.9
39	-0.9	0.8	.	28.5
40	2.1	-2.5	.	4.6
41	1.7	-1.7	3.4	18.4
42	3.5	-1.1	-0.2	4.2
43	1.8	-2.0	2.1	4.3
44	-1.7	-5.0	-0.3	14.2
45	0.2	-3.8	3.1	-10.3
46	1.8	-0.3	0.3	3.5
47	-0.1	-2.0	0.4	9.7
48	-0.1	0.4	-0.5	3.6

# A few values from the entries so far.
# Result of entry 26 in UGM FP inh: 1.6
# Result of entry 37 in BoNT-F LC inh: -3.5
# Result of entry 44 in BoNT-F LC inh: -4.7

# More records:
nr	Molecule	BoNT-F LC inh	UGM FP inh	Anthrax LF inh2	Mtb BioA inh	PfHsp40 rescue
49	Cc1ccc(S(=O)(=O)N2CCN(C(=O)CC3CCCC3)CC2)cc1	0.5	0.2	-3.6	.	0.0
50	COc1ccc(C)cc1NC(=O)CN1C(=O)C(=O)N(C2CCCC2)C1=O	-3.6	.	-4.9	-0.9	-1.1
51	Cc1ccc2nc(-c3ccc(NS(C)(=O)=O)cc3)cc(-c3ccccc3)c2c1	-2.2	3.2	-7.2	-1.5	0.0
52	COc1ccc(Br)cc1CN(C)CC(=O)Nc1cc(Cl)ccc1Cl	-9.4	-1.2	0.4	0.7	-0.7
53	Fc1ccc(/C=N/n2c(C3CCCCC3)n[nH]c2=S)cc1	?	1.9	-1.0	1.1	2.9
54	CCOCCCNC(=O)C1(O)c2cc(Br)ccc2NC(=O)N1c1ccc(CC)cc1 (configuration not stated)	-0.3	-2.0	6.1	-2.7	-1.3
55	COc1ccccc1NC(=O)Nc1nnc(C(C)c2ccccc2)s1 (configuration not stated)	.	2.4	.	-0.4	0.5
56	CN1C/C(=C/c2ccncc2)C(=O)/C(=C/c2ccncc2)C1	-5.6	-0.7	-3.8	-0.9	-1.6

nr	Mtb FBA inh	FadD28 binding	BoNT-A LC inh2	GDH-TPI inh
49	3.0	-1.3	-0.3	11.7
50	-0.6	0.6	-2.5	6.1
51	18.8	-3.9	-1.1	17.9
52	-0.8	-0.8	-0.4	8.1
53	1.1	6.9	-2.3	2.5
54	0.5	-1.6	-1.5	8.8
55	1.8	-0.3	.	3.4
56	-0.7	1.4	-6.5	-3.7
